High-throughput results (PubChem BioAssay)
Wnt act: activates Wnt/beta-catenin signaling in a reporter cell assay; 1.2% of 300,000 active; activation, % at 9.35 µM; activator, plate reader; AID 743398; in the data active = activation above about 30%, passing the limit was not always enough;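 also: 0% = neutral control wells and 100% = positive control wells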
phage Ecoli inh: E. coli growth loss with phage present; 0.26% of 360,000 active; inhibition, % at 11.9 µM; growth absorbance; AID 651602; in the data active = inhibition above about 11%
The depositor's hits bear a star. This is a subset; the hit share may differ from the screen's.

SMILES | Wnt act | phage Ecoli inh
O=C(C(=O)N1CCN(S(=O)(=O)c2ccc(OC(F)(F)F)cc2)CC1)c1cccc(C(F)(F)F)c1 | -1 | 2.2
Cc1ccccc1-c1cc2nc(NCCCN(C)C)n(C)c(=O)c2s1 | 1 | 3.2
COc1ccc2c(c1)[C@]1(C(=O)N2C)C2=C(CCCC2=O)Oc2cc(C)oc(=O)c21 | 1 | 4.0
C/C=C/c1cccc(-c2nc(C(=O)N3CCCCC3)cc3c2[C@@H](CCO)N(C(=O)NC(C)C)C3)c1 | -1 | 3.4
CN(C)CCNC(=O)c1ccc(-c2cnn(C)c2)c2ccoc12 | 0 | 1.4
COC(=O)[C@]12CCCCC=C1N(Cc1ccc(Cl)cc1Cl)C(=O)[C@H](CC(=O)NCC1CCCCC1)C2 | -4 | 1.8
COc1ccc(-c2cc(NC=O)c3ncc(-c4ccc(C(C)=O)cc4)n3c2)cn1 | -4 | 1.1
Cc1ccccc1S(=O)(=O)NC(=O)C1(C)CCN1C(=O)C1(c2ccccc2)CCCC1 (stereo unspecified) | 1 | 2.2
Nc1[nH]c(C(=O)c2ccccc2)c(-c2ccc3ccccc3c2)c1C(=O)NC1CC1 | 4 | 0.5
Cc1ccc(-c2nc3ccc(Cl)cn3c2Cc2ccccc2C(F)(F)F)cc1 | 26 | 2.5
Cc1cccc(S(=O)(=O)N[C@@H]2CC[C@@H](CCNS(=O)(=O)c3ccccc3F)O[C@@H]2CO)c1 | 1 | 3.6
CN(C)c1cccc(NC(=O)C2Cc3c(-c4ccccc4Oc4ccccc4)ccnc3O2)c1 (stereo unspecified) | -1 | 3.0

Ordered by length of the SMILES (falling): part of the list above
SMILES | Wnt act | phage Ecoli inh
C/C=C/c1cccc(-c2nc(C(=O)N3CCCCC3)cc3c2[C@@H](CCO)N(C(=O)NC(C)C)C3)c1 | -1 | 3.4
O=C(C(=O)N1CCN(S(=O)(=O)c2ccc(OC(F)(F)F)cc2)CC1)c1cccc(C(F)(F)F)c1 | -1 | 2.2
Nc1[nH]c(C(=O)c2ccccc2)c(-c2ccc3ccccc3c2)c1C(=O)NC1CC1 | 4 | 0.5
CN(C)CCNC(=O)c1ccc(-c2cnn(C)c2)c2ccoc12 | 0 | 1.4

Entries of single compounds, quoted from the list.
Results for C/C=C/c1cccc(-c2nc(C(=O)N3CCCCC3)cc3c2[C@@H](CCO)N(C(=O)NC(C)C)C3)c1 → Wnt act = -1; phage Ecoli inh = 3.4
Results for Cc1ccccc1-c1cc2nc(NCCCN(C)C)n(C)c(=O)c2s1 → Wnt act = 1; phage Ecoli inh = 3.2

Next section.
SMILES | Wnt act | phage Ecoli inh
COc1ccc(-c2cc3nc(NCCN4CCCC4)n(C)c(=O)c3s2)cc1OC | 0 | 2.3
COc1ccccc1-c1cc(NC(C)=O)c2ncc(-c3ccc(S(C)(=O)=O)cc3)n2c1 | -2 | 0.6
CCCCc1nnn2c1C1c3cc(Br)ccc3CCN1C(=O)C2 (stereo unspecified) | -4 | 0.5
COC(=O)[C@]12CCCCC=C1N(CCc1ccc(OC)c(OC)c1)C(=O)[C@H](CC(=O)NCc1cccs1)C2 | -6 | -0.2
CC1(C(=O)Nc2cccc3c2CCCC3)CCN1C(=O)Cc1ccccc1Cl (stereo unspecified) | 1 | 0.2
COc1ccc(-c2nc3c4ccccc4ccn3c2Cc2cccc(F)c2)cc1OC | 3 | -1.9
CCc1ccc(OCC(=O)O/N=C(\N)c2ccccn2)cc1 | 48* | 3.1
O=NN(C(=O)NCc1cccnc1)C1CCCCC1 | 0 | 3.1
CCOC(=O)C(=O)N(C)c1c(CC)nc2c(OCc3cccc(OC)c3)cccn12 | 0 | 1.4
CC1(C(=O)NS(=O)(=O)C2CC2)CCCN(C(=O)COCc2ccccc2)C1 (stereo unspecified) | 1 | -0.8
OC(c1cccc(Cl)c1)c1nc(/C=C/c2ccccc2)cs1 (stereo unspecified) | -1 | 3.3
O=C(C[C@H]1CC[C@@H]2[C@H](COC[C@H](O)CN2C(=O)c2cnccn2)O1)NCc1ccc(Cl)cc1 | 0 | 2.7

In a second layout: results already given.
CCCCc1nnn2c1C1c3cc(Br)ccc3CCN1C(=O)C2 (stereo unspecified)
  Wnt act = -4; phage Ecoli inh = 0.5

COC(=O)[C@]12CCCCC=C1N(CCc1ccc(OC)c(OC)c1)C(=O)[C@H](CC(=O)NCc1cccs1)C2
  Wnt act = -6; phage Ecoli inh = -0.2

Next entries.
SMILES | Wnt act | phage Ecoli inh
CCCCCNC(=O)C(c1ccnc2ccccc12)n1c(=O)c(-c2ccccc2)nc2ccccc21 (stereo unspecified) | -1 | 1.8
COCCNC(=O)C1CCCN(C(=O)c2cncc(Br)c2)CC1 (stereo unspecified) | -1 | 2.2
C=CCN=C1NC(c2ccc(C(F)(F)F)cc2)C(C(=O)OC)=C(C)N1Cc1ccccc1C(F)(F)F (stereo unspecified) | -3 | 4.2
Cc1ccc(S(=O)(=O)N2[C@H](CC(=O)c3ccccc3)OC[C@@H]2C(C)C)cc1 | 0 | 3.6
CC(C)C[C@H]1COc2c(Cl)cccc2S(=O)(=O)N1 | -3 | 1.4
CN(C)c1cccc2c(S(=O)(=O)NCC3CCN(C(=O)C(=O)c4cc5ccccc5o4)CC3)cccc12 | -1 | 3.2
O=C(NCc1cccs1)c1csc([C@@H]2O[C@H](CO)[C@H](O)[C@H](O)[C@H]2O)n1 | -1 | 1.0
CC(C)C[C@H]1CN(CCCC[C@H]2CNC(=O)C(=O)N2CCC2CCCCC2)C(=O)C(=O)N1CC1CCCCC1 | -3 | -0.6
CCOC(=O)[C@]12CCC=C1N(CCC1=CCCCC1)C(=O)[C@H](CC(=O)NCCCCc1ccccc1)C2 | -2 | 3.3
CCOC(=O)[C@]12CCCC=C1N(Cc1ccccc1)C(=O)[C@H](CC(=O)NCC13CC4CC(CC(C4)C1)C3)C2 | -2 | 0.2
COC(=O)C[C@H]1CC[C@@H]2[C@H](COC[C@H](O)CN2S(=O)(=O)c2ccccc2OC)O1 | -2 | -2.7
Nc1nc2c(ncn2[C@@H]2O[C@H](C(=O)NCC3CCCCC3)[C@@H](O)[C@H]2O)c(=O)[nH]1 | -8 | 5.1
COC(=O)C1=C(C)N(Cc2cccc(C(F)(F)F)c2)C(=NCc2cc(OC)c(OC)c(OC)c2)NC1c1cccc(C(F)(F)F)c1 (stereo unspecified) | -28 | 4.0
Cc1cc(Br)cn2c(Cc3ccccc3C(F)(F)F)c(C3CCCCC3)nc12 | -1 | -1.7
CC(C)C[C@H](NC(=O)c1ccc(Cl)c(Cl)c1)C(=O)N1CCC[C@H]1C(=O)NCc1ccccc1 | -2 | 0.6
CC(C)NC(=O)C1(C)CCN1C(=O)C1(c2ccccc2)CC1 (stereo unspecified) | 2 | 4.0
Cc1nc2sccn2c(=O)c1S(=O)(=O)Nc1ccc(N2CCOCC2)cc1 | 0 | 4.8
CCCCNC(=O)C1c2ccccc2OCC(=O)N1CC(F)(F)F (stereo unspecified) | -3 | -0.9
CC1=C(C(=O)N(C)C)CC(CC(=O)NCCCN(C)C)C(=O)N1Cc1ccc(F)cc1 (stereo unspecified) | -1 | 2.5
C[C@H]1COc2cccc(N3CCN(Cc4ccccc4F)CC3)c2S(=O)(=O)N1 | -3 | 0.3
CC(=O)Nc1ccc(S(=O)(=O)NCC2CCN(C(=O)C(=O)c3cccs3)CC2)cc1 | -5 | 4.4
COc1ccccc1CNc1nc(Oc2cccc(F)c2)c2sccc2n1 | -1 | 1.9
Nc1ccn([C@@H]2O[C@H](C(=O)N[C@H](Cc3ccccc3)C(=O)N3CCN(CCO)CC3)[C@@H](O)[C@H]2O)c(=O)n1 | -1 | 1.4
COc1ccc(S(=O)(=O)NC(=O)C2(C)CCN2C(=O)c2cccc(F)c2)cc1 (stereo unspecified) | -2 | 3.4
CCCCNc1cccc2c1S(=O)(=O)N[C@H](C)CO2 | 2 | -0.1
COC(=O)c1ccc2nc(-c3ccc(F)cc3)c(Cc3ccsc3)n2c1 | -1 | 1.0
COC(=O)c1ccc2nc(C3CCCCC3)c(Cc3ccc(OC)cc3C)n2c1 | -1 | 1.4
O=C(Nc1nnc([C@@H]2C[C@H](O)[C@@H](CO)O2)s1)Nc1cccc2c1CCCC2 | -1 | 0.4
O=C(Nc1ccc(Cl)cc1)C1Cc2c(-c3ccc4c(c3)OCO4)ccnc2O1 (stereo unspecified) | -2 | 2.7
CCOC(=O)C1CCCN(C(=O)c2ccc(SC(F)(F)F)cc2)CC1 (stereo unspecified) | -3 | -0.6
CC(C)(C)NC(=O)C(c1ccccc1F)n1c(=O)c(-c2ccccc2)nc2ccccc21 (stereo unspecified) | -1 | 1.3
CCC(=O)N[C@@H]1CC[C@@H](CCNC(=O)Nc2ccc(F)cc2)O[C@@H]1CO | -2 | 2.6
O=C(NCCc1ccc(O)cc1)c1[nH]c(C(F)(F)F)nc1-c1ccccc1 | -3 | 0.0
CC1=CC2=NC(=O)/C(=C\c3ccc(-c4ccc(Cl)cc4)o3)C(=N)N2O1 | -5 | 2.3
C#CCN1C(=O)[C@]2(OCCC=C[C@H]2C)c2cc(OC)ccc21 | 2 | 2.7
Cc1cnc(CNC(=O)c2csc([C@@H]3C[C@H](O)[C@@H](CO)O3)n2)cn1 | 0 | 0.1
NC(Cc1ccccc1)c1csc(NC(=O)c2cccc(OC(F)(F)F)c2)n1 (stereo unspecified) | 1 | -0.5
ClC(Cl)(Cl)C1=NCc2nnn(Cc3ccccc3)c2N1 | -1 | -2.2
COc1cccc(CNc2nc3cc(-c4ccc(OC)cc4C)sc3c(=O)n2C)c1 | 0 | -0.1
O=C(NS(=O)(=O)c1ccc2ccc(S(=O)(=O)NCCSc3ccccc3)cc2c1)c1cccc2ccccc12 | -2 | 5.4
CC(C)(C)n1nnnc1C(c1ccccc1)N1CCN(CCN2CCOCC2)CC1 (stereo unspecified) | -2 | 2.0
C[C@H](CO)N1C[C@H](C)[C@@H](CN(C)C(=O)CCC(F)(F)F)OCc2cn(nn2)CCCC1=O | -2 | 2.2
Cc1ccccc1CN1C(=O)CN(S(C)(=O)=O)CC1(C)C(=O)NC(C)C (stereo unspecified) | -1 | 2.8
CC(C)(C)c1ccc(CC(=O)N2CCC2(C)C(=O)NS(=O)(=O)c2ccc3c(c2)CCO3)cc1 (stereo unspecified) | -3 | 2.1
C[C@H](CO)N1C[C@H](C)[C@@H](CN(C)C(=O)Nc2ccnc(N3CCOCC3)c2)OCc2cn(nn2)CCCC1=O | -1 | -1.4
CCCNC(=O)C1(C)CCN1C(=O)Cc1ccc(C(C)C)cc1 (stereo unspecified) | -6 | 3.3
CC1(C(=O)NS(=O)(=O)Cc2cccc(Cl)c2)CCN1C(=O)CCc1cccs1 (stereo unspecified) | -1 | 2.6
CCOC(=O)c1cc2c(c(-c3cccc(-c4cc5ccccc5o4)c3)n1)[C@@H](CCO)N(S(=O)C(C)(C)C)C2 (stereo partly specified) | -3 | 2.6
O=[N+]([O-])c1nccn1CCCCCCCCCCCN1CCOCC1 | -6 | 0.5
O=C(Nc1ccc2c(c1)OCCO2)C(c1ccccc1)n1c(=O)c(-c2cc3ccccc3[nH]2)nc2ccccc21 (stereo unspecified) | 3 | 1.2
C[C@H](O)[C@@H]1C(=O)N2CCc3c([nH]c4ccccc34)[C@@H]2C[C@@H]1N(C)C(=O)Nc1ccc(Br)cc1 | -3 | 2.0
Cc1cccc(C)c1NC(=O)C1(C)CCC(=O)N1C1CC1 (stereo unspecified) | -3 | 3.0
CCCNC(=O)c1cc(C2CCCCN2S(=O)(=O)c2ccccc2)on1 (stereo unspecified) | 1 | -0.9
O=C(O)c1cc2c(ncc3c(=O)n(-c4ccccc4)[nH]c32)s1 | 0 | 0.5
COc1cccc(Cn2c3ccc(NC(=O)Cc4cc(OC)ccc4OC)cc3c(=O)n2C)c1 | -1 | 5.7
CN(Cc1ccccc1)N=Nc1nc[nH]c1C(N)=O | 0 | 2.3
Cc1ccccc1-c1cnc(C(O)c2ccc(Cl)cc2)[nH]1 (stereo unspecified) | 0 | 2.6
C#CCNC(=O)c1ccc2sc([C@H]3C[C@H](O)[C@@H](CO)O3)nc2c1 | -1 | 1.2
CN1CCCCC1(C)C(=O)NCc1ccc(F)cc1 (stereo unspecified) | -4 | -1.1
COc1ccc(NC(=O)c2cc(C3CCCCN3S(=O)(=O)Cc3ccccc3)on2)c(C)c1 (stereo unspecified) | -5 | 0.4

The listing continues.
SMILES | Wnt act | phage Ecoli inh
COCCCNC(=O)[C@H](Cc1ccccc1)NC(=O)CC[C@H]1O[C@@H](n2ccc(=O)[nH]c2=O)[C@H](O)[C@@H]1O | -4 | 3.7
Cc1cc2nc(-c3ccc(F)cc3)c(Cc3ccccc3)n2c(C)c1Br | -1 | 0.9
CCOC(=O)/C(=C\Nc1cccc(OCc2ccccc2)c1)NC(=O)c1ccccc1 | 10 | 3.2
CCOc1ccc(CCN2C(=S)N([C@@H](Cc3ccc(O)cc3)CN3CCC[C@@H]3CN3C(=S)NC[C@@H]3Cc3ccc(O)cc3)C[C@@H]2Cc2ccc(O)cc2)cc1 | -11 | 7.3
COC(=O)CCC[C@H](C)[C@@H](NS(=O)(=O)c1ccc(C)cc1)C(C)(C)C | 1 | 2.2
CC(=O)Nc1cc(-c2cccc(F)c2)cn2c(-c3ccc(S(C)(=O)=O)cc3)cnc12 | -5 | 0.9
CCOC(=O)C(=O)N(C)c1c(CC)nc2c(OCc3ccccc3)cccn12 | -7 | -0.1
CCCCn1nnnc1C(c1cc2ccccc2o1)N(Cc1ccccc1)Cc1ccccc1 (stereo unspecified) | -4 | 4.9
CC(=O)Nc1cncc(-c2cccc(S(C)(=O)=O)c2)n1 | 1 | 1.6
CC1(C(=O)O)CCCN(C(=O)c2ccc3c(c2)C(C)(C)CCC3(C)C)C1 (stereo unspecified) | -1 | 1.5
Cc1ccc(-c2nc3ccc(Cl)cn3c2Cc2cccc(F)c2)cc1 | 2 | 0.9
Nc1[nH]c(C(=O)c2ccccc2)c(-c2ccc(Br)cc2)c1C(=O)c1ccccc1 | 0 | -0.6
CCCCCCCCN1C(=O)[C@H](CC(=O)NCC2CCCCC2)C[C@@]2(C(=O)OCC)CCCC=C12 | -3 | -0.3
O=C(N[C@H](C(=O)N1CCC[C@H]1C(=O)NCCc1ccccc1Cl)c1ccccc1)c1ccccc1 | -5 | 0.2
